# MBNL1-CUG inh: qHTS Assay for Inhibitors of MBNL1-poly(CUG) RNA binding; Muscleblind-like protein 1 (Homo sapiens), Q9NR56; TR-FRET MBNL1-His/biotin-(CUG)12 binding, 665/545 ratio; 0.036% of 280,000 active; Potency, µM (series often up to 57.5 µM), without a hit: at the highest dose activity change, negative = inhibition, hits mostly inhibitors; AID 2675, 2010; active = well fitted inhibition curve with a large enough effect in the signal ratio, with a control signal flat, not every such curve was filed as active; inconclusive = small, poorly fitted or top-dose-only effect, or effect the other way, or a change in a side signal; inactive = no such curve, though single readings can be large or run the other way; the % refers to the signal ratio; also: potency is read from the fitted curve at half-maximal effect; % is scaled to controls: 0 for no effect and ±100 for the full control effect
#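 MBNL1-His + Biotin-(CUG)12, cpd titration 92 nM–58 uM; Tb anti-His Ab 0.055 ng/ul, SA-XL665 5 nM (final); 60 min RT; ratiometric 665/545 nm, Ex 340 nm; normalized to buffer and full-complex controls.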
# GALK inhibitor: qHTS Assay for Inhibitors of Human Galactokinase (GALK) | P51570 | Purified GALK, Kinase-Glo residual ATP luminescence | Potency, µM (titrated, usually from 57.5 µM), for the others: top-dose activity change, negative = inhibition, hits mostly inhibitors | 0.007% of 270,000 active | AID 1868, 2009; also: potency is read from the fitted curve at half-maximal effect; % is scaled to controls: 0 for no effect and ±100 for the full control effect
#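 Kinase-Glo Plus luminescence measured ATP left after a 1 h room-temperature reaction. The reaction used 5 nM GALK, 100 uM galactose and 35 uM ATP at pH 8.0 (20 mM HEPES, 5 mM MgCl2, 60 mM NaCl, 1 mM DTT, 0.01% BSA).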
# A-T KAP1 phos: qHTS Assay for Identifying a Potential Treatment of Ataxia-Telangiectasia | […] A-T fibroblasts, KAP-1 phosphorylation AlphaLISA; neocarzinostatin DNA damage 30 min before lysis | 0.19% of 320,000 active | Potency, µM (highest dose often 57.5 µM), for the others: at the highest dose activation, hits mostly activators | AID 485349, 2010; also: potency is read from the fitted curve at half-maximal effect; % of control where 0% means no effect; nearly all actives have a fitted effect of over 45% in size
#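 hTERT-immortalized A-T patient fibroblasts ([…]), 500 cells/well in OPTI-MEM, 1% FBS, got compounds for 60 min, then NCS for 30 min at 37C. Lysates were then assayed for phospho-KAP-1 by AlphaLISA (anti-pKAP1 donor, anti-KAP1 acceptor beads), 6 hr at 25C.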
# KCNH2 3.1 inh: qHTS for Inhibitors of KCHN2 3.1: Mutant qHTS. Potassium voltage-gated channel subfamily H member 2, brain isoform KCNH2 3.1 (human). U2OS KCNH2 3.1, thallium flux FluxOr; active compounds read low. activity change, % (tested at about 1.8 µM). 0.95% of 340,000 active;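 active = maximum activity change below -70%; inconclusive = maximum activity change from -70% to -50%; inactive = maximum activity change above -50%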;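 also: thallium influx rate constant from kinetic fluorescence after stimulation buffer; % is scaled to controls: 0 for no effect and ±100 for the full control effect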
#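 Virally transduced U2OS (3.1 isoform, 4 h infection in dark at RT) → overnight 37 C → FluxOr + Red40 in HBSS/HEPES, 45 min → stimulation buffer, 2 min kinetic read → rate constant vs DMSO controls.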
# CXXC DNA block: qHTS Fluorescence Polarization Assay for Inhibitors of MLL CXXC domain - DNA interaction; Histone-lysine N-methyltransferase 2A (Homo sapiens), Q03164; MLL-CXXC / FITC-HOXA9 DNA fluorescence polarization; Potency, µM (top dose mostly 115 µM), inactives show at the highest dose activity change, negative = inhibition, most hits filed as inhibitors; 0.037% of 290,000 active; AID 2662, 2010; active = well fitted inhibition curve with a large enough effect in the polarisation, with a control signal flat, not every such curve was filed as active; inconclusive = small, poorly fitted or top-dose-only effect, or effect the other way, or a change in a side signal; inactive = no such curve, though single readings can be large or run the other way; the % refers to the polarisation; also: potency is read from the fitted curve at half-maximal effect
#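 Fluorescence polarization: 7 uM MLL-CXXC (stock) preincubated 5 min with compounds, then 50 nM fluorescein-HOX-A9 DNA (stock) added; 30 min ambient. Buffer 50 mM Tris-HCl pH 7.5, 50 mM NaCl, 1 mM DTT, 0.05% BSA.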
# TRPV1 agonist: HTS Assay for Compounds that Act as Agonists of the Vanilloid Receptor 1; TRPV1-expressing cells, Fluo-8 calcium influx, agonist mode; activation, % at 8.33 µM; 0.19% of 320,000 active; in the data active = activation above about 80%; inconclusive = between about 30% and that limit; also: 0% is about no effect
#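 Fluo-8 calcium influx in TRPV1-expressing cells, kinetic read (ex 480/em 520 nm). Compound added and read 3 min for agonist activity, followed by capsaicin at EC20 final and 2 min further read for enhancement.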
# S-ASM inh: Inhibitors of Secretory Acid Sphingomyelinase (S-ASM): qHTS; Potency, µM (doses to about 57.5 µM), inactives show at the highest dose activity change, negative = inhibition, most hits filed as inhibitors; Sphingomyelin phosphodiesterase (Homo sapiens), P17405; 0.006% of 340,000 active; AID 504937, 2011; placental ASM, HMU-PC fluorogenic substrate, 60 min; also: potency is read from the fitted curve at half-maximal effect
#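 HMU-PC0 cleavage (9 uM final) by human placental ASM, 60 min at 37 °C following 10 min compound exposure at RT; stopped at pH 10, fluorescence Ex 386/Em 447 nm.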
# a7 integrin act: qHTS for Activators of Integrin-Mediated Alleviation for Muscular Dystrophy | alpha7betagal myoblasts, beta-gal FDG fluorescence, 48 h | Potency, µM (doses to about 38.3 µM), inactives show at the highest dose activation, hits mostly activators | 0.064% of 350,000 active | AID 624291, 2012;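 also: potency is read from the fitted curve at half-maximal effect; 100% = response of the positive control SU9516; nearly all actives have a fitted effect of over 60% in size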
#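 Alpha7betagal+/- myoblasts (passage 13) were plated 16-24 hr, then exposed to compounds (1:260 dilution of DMSO stock) for 48 hours at 37C. After MPER lysis, β-galactosidase reporter activity was read as FDG fluorescence (ex 480/em 540) after 30 minutes.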
# hERG WT inh: qHTS for Inhibitors of KCHN2 3.1: Wildtype qHTS | activity change, % at 1.84 µM | U2OS, BacMam KCNH2, thallium flux FluxOr; active compounds read low | 0.37% of 340,000 active | Voltage-gated inwardly rectifying potassium channel KCNH2 (Homo sapiens), Q12809;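 active = maximum activity change below -70%; inconclusive = maximum activity change between -70% and -50%; inactive = maximum activity change above -50%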; also: % is scaled to controls: 0 for no effect and ±100 for the full control effect
# Target sequence (Q12809 whole entry, looked up): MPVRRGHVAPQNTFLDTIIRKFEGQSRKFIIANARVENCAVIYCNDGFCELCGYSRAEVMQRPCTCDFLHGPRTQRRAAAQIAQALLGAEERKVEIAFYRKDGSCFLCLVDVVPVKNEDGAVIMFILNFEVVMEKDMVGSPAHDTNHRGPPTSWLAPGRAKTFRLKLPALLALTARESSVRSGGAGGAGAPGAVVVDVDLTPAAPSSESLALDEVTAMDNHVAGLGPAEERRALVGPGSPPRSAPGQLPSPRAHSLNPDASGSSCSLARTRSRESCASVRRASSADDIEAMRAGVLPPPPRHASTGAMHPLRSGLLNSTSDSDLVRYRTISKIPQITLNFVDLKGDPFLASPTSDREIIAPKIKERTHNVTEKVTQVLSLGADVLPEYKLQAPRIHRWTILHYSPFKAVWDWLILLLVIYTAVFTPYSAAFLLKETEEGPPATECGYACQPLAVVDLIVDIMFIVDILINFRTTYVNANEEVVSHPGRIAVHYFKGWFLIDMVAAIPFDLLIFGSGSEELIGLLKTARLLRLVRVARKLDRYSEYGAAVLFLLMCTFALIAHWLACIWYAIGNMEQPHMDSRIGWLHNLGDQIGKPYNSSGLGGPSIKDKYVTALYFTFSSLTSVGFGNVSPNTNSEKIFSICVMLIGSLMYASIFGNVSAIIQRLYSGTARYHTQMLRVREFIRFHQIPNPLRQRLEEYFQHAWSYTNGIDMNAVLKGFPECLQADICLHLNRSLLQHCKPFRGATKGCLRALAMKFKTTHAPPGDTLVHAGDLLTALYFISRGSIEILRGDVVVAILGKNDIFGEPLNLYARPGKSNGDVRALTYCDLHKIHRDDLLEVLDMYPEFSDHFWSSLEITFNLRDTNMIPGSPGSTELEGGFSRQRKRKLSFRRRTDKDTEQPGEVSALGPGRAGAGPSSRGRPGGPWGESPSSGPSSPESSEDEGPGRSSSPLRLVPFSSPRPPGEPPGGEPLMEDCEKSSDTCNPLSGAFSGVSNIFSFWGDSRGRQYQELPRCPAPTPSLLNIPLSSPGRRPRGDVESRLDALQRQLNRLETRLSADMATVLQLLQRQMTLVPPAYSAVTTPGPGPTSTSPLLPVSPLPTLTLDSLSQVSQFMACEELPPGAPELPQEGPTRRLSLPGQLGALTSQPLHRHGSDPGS
#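 U2OS cells transduced with wild-type KCNH2 virus are loaded with FluxOr dye for 45 min, and thallium flux is measured in kinetic reads before and after stimulation buffer. Rate constants are normalized to DMSO controls.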
# FBPA coupling cs: qHTS Assay for Inhibitors of Fructose-1,6-bisphosphate Aldolase from Giardia Lamblia: Coupling assay counterscreen | coupling enzyme system counterscreen, AmpLite Red fluorescence | activity change, negative = inhibition, % at 58.2 µM, hits read low | 0.67% of 290,000 active; in the data active = activity change below about -30%; also: % is scaled to controls: 0 for no effect and ±100 for the full control effect
#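 Counterscreen lacking aldolase: glyceraldehyde-3-phosphate coupling-enzyme reagent preincubated 10 min at RT with compound (at 57.5 uM final), then substrate/coupling system with AmpLite Red added; fluorescence read at 525/598 nm after 20 min RT.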
# * hit, by the source's call; ? = inconclusive; . = no result given. Unless noted, calls follow the shape of the dose curve; as a rule, active = well fitted curve in the direction sought with a large enough effect; inconclusive = small, poorly fitted or top-dose-only effect, or another doubt; inactive = no such curve, though single readings can be large; an effect the other way counts as inactive or inconclusive.
SMILES,MBNL1-CUG inh,GALK inhibitor,A-T KAP1 phos,KCNH2 3.1 inh,CXXC DNA block,TRPV1 agonist,S-ASM inh,a7 integrin act,hERG WT inh,FBPA coupling cs
CN1CCN(C(=O)c2cnn(-c3ccccc3)c2NC(=O)c2ccccc2)CC1,-6%,7%,0%,-8,2%,1,0%,17%,4,1
CCCCn1c(N)c(-c2nc3ccccc3o2)c2c([N+](=O)[O-])nn(C)c(=O)c21,.,1%,-1%,-4,14%,7,-2%,-21%,-2,-2
COc1ccc(CCc2nc(-c3cccs3)no2)cc1,-1%,8%,21%,2,8%,3,-1%,0%,-1,1
CN(C)/C=C(/C(=O)c1ccc(F)cc1)S(=O)(=O)c1ccc(F)cc1,4%,1%,1%,-48,-12%,-1,-2%,44%,36,8
CC1CCCCN1CCCNc1ccc(C(CC(N)=O)NC(=O)Cc2ccc(Br)cc2)cc1[N+](=O)[O-] (stereo not given),?,.,-11%,1,15%,0,-6%,-42%,0,-1
Cc1ccc(S(=O)(=O)c2c(N)n(CCCO)c3nc4ccccc4nc23)cc1,16%,1%,.,-6,5%,17,.,3%,-2,0
CCN(CC)CCNC(=O)CNC(=O)c1nn(-c2ccc(OC)cc2)c(=O)c2ccccc12,?,-1%,7%,13,15%,3,-1%,31%,.,-3
O=c1c(-c2cccc3ccccc23)[n+]([O-])c2ccccc2n1O,18%,-1%,-10%,4,-17%,-7,6%,1%,-2,-7
O=C(O)c1cc(Cl)nc2ccccc12,.,0%,3%,23,3%,.,3%,15%,.,2
CCC(C)N(C(=O)C(F)(F)F)C(C(=O)NC1CCCCC1)c1ccncc1 (stereo not given),-7%,1%,.,23,0%,1,2%,14%,-3,3
c1ccc2sc(NC3=NCN(C4CCCCCC4)CN3)nc2c1,-6%,1%,-1%,-6,17%,3,0%,-6%,8,1
CCOC1(C)OCC(=O)[C@]2(CCC3C4CCC5=CC(=O)C=CC5(C)C4C(=O)CC32C)O1 (stereo not given in full),-8%,2%,-6%,1,2%,-6,0%,2%,-11,-1
COc1ccc(CCNC(=O)CN2C(=O)NC3(CCOc4ccccc43)C2=O)cc1 (stereo not given),.,.,8%,-9,.,2,4%,-15%,-8,.
COc1ccc2c(c1OC)C(=O)OC2,-9%,6%,-10%,-1,3%,2,-4%,-12%,-13,2
CN(C(=O)c1cnc(N2CCN(c3ncccn3)CC2)c2ccccc12)c1ccc(Cl)cc1,-3%,-1%,-9%,2,9%,29,-1%,24%,11,-19
O=C(NCCN1C(=O)S/C(=C\c2ccc(F)cc2)C1=O)c1cccc(S(=O)(=O)N2CCOCC2)c1,.,0%,15%,-16,29%,-9,-6%,-16%,-1,-1
Cc1ncc([N+](=O)[O-])n1Cc1ccccc1,?,.,-4%,9,4%,10,6%,10%,6,2
O=C1Nc2ccccc2C(O)(C(=O)N2CCCCC2)N1c1ccccc1 (stereo not given),-6%,4%,1%,-4,1%,0,5%,24%,-5,3
Cc1ccc(SCc2nc(N)nc(Nc3ccccc3C)n2)cc1C,?,-2%,-2%,-8,-7%,6,-1%,-14%,3,-7
CCC(=O)N(CC(=O)Nc1sc(C)c(C)c1C(N)=O)C1CCCC1,9%,0%,-1%,9,2%,-9,-1%,-13%,-4,2
C/C(=N\Nc1nccnc1Cl)c1ccc([N+](=O)[O-])cc1,?,1%,-1%,-3,-2%,-2,-5%,23%,-1,3
CCn1c(-c2cccnc2Cl)nc2cc(C)c(C)cc21,-3%,-2%,-5%,2,5%,23,2%,0%,-5,0
O=C1N=C(N2CCN(c3ccccc3)CC2)SC1Cc1ccccc1 (stereo not given),-11%,0%,0%,3,1%,20,-5%,-8%,-11,1
CCOc1ccc(NC(=O)CN(C)C(=O)c2ccc(COc3ccccc3)cc2)cc1OCC,.,.,-6%,-9,.,-3,-3%,0%,-21,.
Cc1ccc(N(CC(=O)NCCSc2ccccn2)S(C)(=O)=O)cc1,-3%,4%,-1%,-8,10%,-2,-2%,-33%,-11,3
Cc1cc(C)nc(NS(=O)(=O)c2ccc(NC(=O)c3cc(=O)c4ccccc4o3)cc2)n1,?,-7%,-2%,-15,-12%,-2,15%,4%,-5,.
NC(CSCc1ccccc1Cl)C(=O)O (stereo not given),6%,8%,0%,-48,8%,1,3%,?,.,0
Cc1ccc(NC(=O)C2CCCN2C(=O)Oc2ccccc2)c(C)c1 (stereo not given),-5%,8%,1%,12,-3%,2,-1%,1%,-21,6
Cc1ccc([C@H]2C(C(=O)O)=CC[C@@H](c3ccc(Cl)cc3)N2S(=O)(=O)c2ccccc2C)cc1,.,.,8%,7,.,.,5%,12%,-1,.
COc1ccc(OC)c(CCNC(=O)CN2C(=O)CC(C)(C)S(=O)(=O)c3ccccc32)c1,0%,2%,4%,5,2%,0,3%,18%,-1,2
CC1CC(=Cc2ccc([N+](=O)[O-])cc2)C(=O)O1 (stereo not given),.,.,.,12,.,.,0%,-4%,2,.
O=C1c2ccccc2C(=O)N1CCc1nc(-c2ccncc2)no1,?,-1%,.,.,3%,-3,3%,-11%,-4,0
NC(=O)C(NC(=O)OCc1ccccc1)c1ccccc1 (stereo not given),.,.,0%,26,.,-6,8%,17%,7,.
Cc1ccc(S(=O)(=O)c2c(C)nn(C(C)(C)C)c2OC(=O)C(C)C)cc1,-5%,0%,2%,-9,-4%,16,7%,-33%,-2,-2
CC(=O)Nc1c(Br)cc2c(c1Br)C(=O)c1ccccc1-2,.,.,.,-3,.,.,-5%,-17%,-15,.
CCCCNc1ncnc2[nH]ncc12,.,.,.,21,.,.,7%,7%,16,.
O=C(O)c1cnn2c1NC(c1ccc(F)cc1)CC2C(F)(F)F (stereo not given),-2%,0%,-7%,-6,-4%,-1,0%,2%,-14,12
CCOc1ncccc1C(=O)OCC(=O)Nc1ccc(Cl)cn1,.,.,-1%,-3,.,.,-3%,7%,0,.
Cc1ccc(-n2[nH]c(C)c(/C=C3/C=Nc4ccccc43)c2=O)cc1C,-5%,-2%,-1%,-19,-7%,0,-7%,13%,-7,1
COc1ccc(S(=O)(=O)N2CCOCC2)cc1NC(=O)Cc1ccc2c(c1)OCCO2,.,.,2%,-5,.,-5,-2%,10%,-1,.

# 2 compounds picked at random from those above:
SMILES,MBNL1-CUG inh,GALK inhibitor,A-T KAP1 phos,KCNH2 3.1 inh,CXXC DNA block,TRPV1 agonist,S-ASM inh,a7 integrin act,hERG WT inh,FBPA coupling cs
NC(=O)C(NC(=O)OCc1ccccc1)c1ccccc1 (stereo not given),.,.,0%,26,.,-6,8%,17%,7,.
O=C(O)c1cnn2c1NC(c1ccc(F)cc1)CC2C(F)(F)F (stereo not given),-2%,0%,-7%,-6,-4%,-1,0%,2%,-14,12

# Continued:
SMILES,MBNL1-CUG inh,GALK inhibitor,A-T KAP1 phos,KCNH2 3.1 inh,CXXC DNA block,TRPV1 agonist,S-ASM inh,a7 integrin act,hERG WT inh,FBPA coupling cs
CC1(C)NC(=O)N(CC(O)CN2CCOCC2)C1=O (stereo not given),3%,-1%,1%,-5,8%,-1,5%,9%,-2,-1
CC(C)CCN1CCN(CC(c2ccccc2)c2ccccc2)CC1CCO (stereo not given),-4%,3%,2%,-74*,2%,12,0%,-22%,-19,2
Cc1cc(C)n(CC(O)CN(c2ccccc2)S(=O)(=O)c2ccccc2)n1 (stereo not given),-1%,-3%,5%,-15,10%,2,1%,15%,1,2
COc1cc(NC(=O)CCS(=O)(=O)c2ccc3c(c2)oc(=O)n3C)cc(OC)c1OC,-8%,7%,9%,-1,0%,6,-1%,17%,-12,.
O=S(=O)(c1ccc2nnn(OCc3ccccc3)c2c1)N1CCOCC1,.,.,-4%,33,.,?,3%,-8%,5,.
O=C(Nc1ccc(Cl)c(Cl)c1)Nc1nccs1,-1%,-3%,8%,-4,1%,23,-10%,-18%,2,-1
COC(=O)c1c(C)noc1-c1cc(C)on1,-13%,-3%,-4%,4,17%,1,0%,-1%,6,0

# Compound activity: PubChem BioAssay, National Center for Advancing Translational Sciences (NCATS)
